# C2C12 statin: suppression of simvastatin myotoxicity; C2C12 myotubes + simvastatin, ATP luminescence, 48 h; scaled: DMSO 0, geranylgeraniol control 100; rescue of ATP level, % at 7.49 µM; 330,000 tested, 0.78% active; AID 602340;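 active = mean ATP rescue above about 67%, or every replicate alone reaching that limit, limit read from the data, passing the limit was not always enough; inconclusive = no clear call, values can overlap the other calls; inactive = mean under the limit and some replicate under it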;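 also: myotubes were challenged with 10 µM simvastatin during compound exposure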
# esBAF inh: inhibitors of esBAF chromatin remodeling in mouse ES cells. Bmi1-luciferase knock-in reporter, 24 h; 100% = twice the neutral-well signal. reporter increase, % at 12.5 µM. 350,000 tested, 2% active. AID 602393; in the data active = activation above about 40%; inconclusive = no clear call, values can overlap the other calls;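 also: 0% = median of the plate's neutral control wells and 100% = double that signal; a rise in the Bmi1 reporter signal indicates esBAF inhibition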
# Cneo AK release: causes C. neoformans cell lysis | adenylate kinase release luminescence, 4 h; normalised: neutral wells 0, clomiphene wells 100 | lysis activity, % at 15 µM | 360,000 tested, 0.2% active;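 active = mean lysis activity across replicates of at least 80%, whatever share of replicates individually reach that level; inactive = mean lysis activity below 80%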
#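 Test system: log-phase Cryptococcus neoformans yeast cells; Quantity: yeast cell density of 5 × 10^6 cells/mL; Buffer or medium: YPD; Doses: single compound concentration per well; Timing: 4 h at 37 °C static, read 1 h later; Measured by: AK luminescence; Read-out basis: lysis from increased AK signal; Control set: Clomiphene as positive control.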
# ERp5 inh: ERp5 (human) disulfide isomerase inhibition; Q15084; inhibition, % at 9.99 µM; ERp5 insulin aggregation, absorbance 650 nm, 90 min; 350,000 tested, 0.05% active;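 active = mean replicate inhibition above about 25%, with every replicate also reaching it, limit read from the data, passing the limit was not always enough; inconclusive = only one of those two criteria met; inactive = neither criterion met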
# Target sequence (Q15084 whole entry, looked up): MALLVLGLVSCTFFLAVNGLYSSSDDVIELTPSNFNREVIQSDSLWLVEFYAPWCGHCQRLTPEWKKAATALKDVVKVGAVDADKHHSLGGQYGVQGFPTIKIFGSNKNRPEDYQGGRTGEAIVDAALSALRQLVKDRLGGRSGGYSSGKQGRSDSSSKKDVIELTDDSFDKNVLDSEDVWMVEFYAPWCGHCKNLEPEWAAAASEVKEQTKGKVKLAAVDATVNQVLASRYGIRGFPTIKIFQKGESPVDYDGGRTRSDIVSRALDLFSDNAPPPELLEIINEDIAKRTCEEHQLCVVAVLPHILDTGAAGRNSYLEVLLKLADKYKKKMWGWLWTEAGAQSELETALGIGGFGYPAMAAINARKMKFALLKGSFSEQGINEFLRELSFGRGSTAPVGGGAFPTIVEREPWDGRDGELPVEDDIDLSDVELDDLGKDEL
# SIRT5 inh: inhibitors of human sirtuin-5 desuccinylase; Purified SirT5, succinyl-peptide AMC, trypsin-coupled fluorescence; inhibition, % at 15 µM; Q9NXA8; 330,000 tested, 1.1% active; in the data active = inhibition above about 15%; inconclusive = no clear call, values can overlap the other calls
# Target sequence (Q9NXA8 whole entry, looked up): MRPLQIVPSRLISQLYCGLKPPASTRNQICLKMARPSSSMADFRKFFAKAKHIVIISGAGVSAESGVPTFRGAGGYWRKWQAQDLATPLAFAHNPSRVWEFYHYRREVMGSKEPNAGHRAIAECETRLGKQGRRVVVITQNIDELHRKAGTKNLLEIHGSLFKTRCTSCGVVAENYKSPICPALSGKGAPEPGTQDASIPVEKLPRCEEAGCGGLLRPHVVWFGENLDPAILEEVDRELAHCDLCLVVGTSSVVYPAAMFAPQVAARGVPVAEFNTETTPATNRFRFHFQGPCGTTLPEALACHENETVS
# miR122 inh: inhibitors of miR-122 in Huh7 cells. 340,000 tested, 0.3% active. activation (reporter increase), % at 12.5 µM. Huh7 miR-122 Renilla luciferase sensor, 48 h; neutral wells = 0, positive control = 100;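 active = mean replicate activation score at least 90 and every replicate individually at or above 90; inconclusive = only one of the two criteria met; inactive = neither criterion met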;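 also: higher luciferase means less miR-122 activity so hits act as miR-122 inhibitors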
# ARNT TACC3 PPI: disruptors of human ARNT/TACC3 interaction | Q9Y6A5 | AlphaScreen His-ARNT PAS-B/GST-TACC3 binding, luminescence; TACC3 fragment carries E629A point mutation | inhibition, % at 9.99 µM | 390,000 tested, 0.66% active;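 active = mean inhibition of replicates at least 50% and at least half of replicates each reaching 50%; inconclusive = half or more replicates reach 50% but mean below 50%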;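 also: 0% = complete ARNT plus TACC3 wells and 100% = ARNT alone without TACC3; many hits fall short of the cut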
# * marks the source's active call; other numbers are inactive results; ? = inconclusive; · = not tested or not shown; & = joins results of further samples; [ ] = dose if it differs, or a comment. Compounds as they come; overall some 4% were active at least once.
SMILES,C2C12 statin,esBAF inh,Cneo AK release,ERp5 inh,SIRT5 inh,miR122 inh,ARNT TACC3 PPI
Cc1ccc(N(C)C(=O)c2cc(S(=O)(=O)N3CCCCC3)c[nH]2)cc1,-2,-12,0,6,·,-3,2
O=C(N/C(=C/c1ccccc1)C(=O)N1CCCCC1)c1ccccc1,·,·,-3,-9,-1,37,-5
Cc1noc(C)c1S(=O)(=O)N(C)C[C@H]1Oc2ccc(NC(=O)Nc3ccccc3)cc2CC(=O)N([C@H](C)CO)C[C@H]1C,-26,4,·,·,·,-1[16.7 µM],·
COCCNC(=S)N(CCc1c(C)[nH]c2ccc(Cl)cc12)Cc1cccnc1,·,·,·,2,-1,·,-1
c1ccc(-c2nnsc2-c2ccccc2)cc1,-2,-1,1,-1,4,-10,-1
COc1ccc(S(=O)(=O)Nc2cccc3c2O[C@H](CN(C)C(=O)Nc2ccccc2)[C@@H](C)CN([C@H](C)CO)C3=O)cc1,10,0,0,6,2,·,3
Cc1ccc(S(=O)(=O)N[C@H]2C=C[C@H](CC(=O)NCc3ccc(Cl)c(Cl)c3)O[C@H]2CO)cc1,6,15,2,0,-2,·,·
O=C(Nc1cccc(C(F)(F)F)c1)Oc1ccc(Cl)c2cccnc12,-42,1,0,1,-4,6,-8
O=C(Cc1ccc(Br)cc1)NCc1ccccc1,-32,16,-1,-5,-1,·,-4
CCOC(=O)C(C)Sc1nnc(CSc2nc3nc(C)cc(C)n3n2)o1 (stereo unspecified),·,·,-1,·,·,-3,4
CC(=O)Nc1cccc(-c2csc(Nc3ccc(Cl)cn3)n2)c1,·,·,·,1,2,·,-2
COc1ccc(Br)cc1CNc1ccc2[nH]c(=O)[nH]c2c1,0,-9,·,-8,-4,-9,11
Cc1cccn2c(=O)c3cc(C(=O)NC4CCCCC4C)n(C)c3nc12 (stereo unspecified),-32,-2,18,·,-6,-9,-10
CC1Sc2ccc(S(=O)(=O)CCC(=O)NCc3cccs3)cc2NC1=O (stereo unspecified),10,3,4,6,-3,-4,0
CCOC(=O)C1CCN(C(=O)c2oc3ccc(S(=O)(=O)N4CCCCCC4)cc3c2C)CC1,15,2,-1,·,·,12,-4
CC(C)c1cc(=O)n2[nH]c(SCc3ccccc3Cl)nc2n1,3,0,-1,2,-3,-6,7
Cc1ccc(C(=O)N2CCCC2)cc1S(=O)(=O)Nc1cccc(C)c1C,-8,3,-1,1,26*,20,·
COc1cccc2c(=O)n(CC(=O)Nc3ccccc3F)ccc12,·,16,-2,3,-1,-4,9
Cc1cc(=O)[nH]c(NNC(=O)c2ccc(Cl)cc2)n1,4,-7,-19,-16,-1,-9,·
COc1ccccc1/C=N/NC(=O)c1ccc(Br)cc1,10,2,-1,1,-9,0,·
C[C@@H]1CCCCO[C@H](CN(C)C(=O)Nc2ccccc2)[C@@H](C)CN([C@@H](C)CO)C(=O)c2cc(NC(=O)C3CCCCC3)ccc2O1,·,1,-4,2,2,3[16.7 µM],-2
C[C@@H]1CCCCO[C@@H](CN(C)Cc2ccc(C(F)(F)F)cc2)[C@H](C)CN([C@@H](C)CO)C(=O)c2cc(NC(=O)Nc3ccc(C(F)(F)F)cc3)ccc2O1,·,2,7,·,·,-6[16.7 µM],-2
CCCN(C(=O)c1ccco1)c1nnc(-c2cccc(C)c2)s1,-6,?,·,-3,·,-5,-2
c1ccc(Oc2nc3ccccc3n3cccc23)cc1,-23,-14,-3,·,·,3,-7
CSc1sccc1/C=C(/C#N)C(=O)c1ccco1,16,2,-2,0,2,·,-7
CCOC(=O)c1c(C)oc2c1cc(NS(=O)(=O)c1ccc(C(=O)O)cc1)c1ccccc12,16,-9,-1,-1,-8,0,14
CCN(CC)c1ccc(/C=N/NC(=S)NCc2ccco2)cc1,0,-46,·,3,-4,-3,4
COc1ccc(C2/C(=C(/O)c3ccc(Br)cc3)C(=O)C(=O)N2C)cc1 (stereo unspecified),3,-5,-1,3,5,2,-5
O=C(NN1CCOCC1)c1ccc([N+](=O)[O-])cc1,13,-12,1,-1,4,-4,0
Cc1cccc(N2CCN(C(c3ccncc3)c3nnnn3C(C)(C)C)CC2)c1C (stereo unspecified),·,·,·,-4,-1,·,-3
COc1ccccc1C(=O)OCCN1CCOCC1,2,-2,·,·,·,-2,-3
Cc1noc(C)c1S(=O)(=O)Nc1ccc2c(c1)C(=O)N([C@@H](C)CO)C[C@@H](C)[C@@H](CN(C)C(=O)Nc1ccc(C(F)(F)F)cc1)O2,·,-4,4,-7,-4,4[16.7 µM],-3
CC(C)NC(=O)Nc1ccc2c(c1)C(=O)N([C@@H](C)CO)C[C@H](C)[C@@H](CN(C)S(=O)(=O)c1cccs1)OCCCC[C@H](C)O2,·,-8,87*,-2,9,37[16.7 µM],-7
COc1ccc(NC(=O)Cn2nnc(-c3ccccc3F)n2)cc1,14,0,1,·,·,-1,-8
CCc1sc(C(=O)Nc2ccc3nc(C)sc3c2)cc1C,-2,80*,1,2,-2,8,8
O=C(CN1C(=O)c2ccccc2C1=O)Nc1cc(C(=O)O)cc(C(=O)O)c1,10,0,3,-3,-7,10,-5

# Copied from the results shown (4 entries):
SMILES,C2C12 statin,esBAF inh,Cneo AK release,ERp5 inh,SIRT5 inh,miR122 inh,ARNT TACC3 PPI
Cc1ccc(N(C)C(=O)c2cc(S(=O)(=O)N3CCCCC3)c[nH]2)cc1,-2,-12,0,6,·,-3,2
O=C(N/C(=C/c1ccccc1)C(=O)N1CCCCC1)c1ccccc1,·,·,-3,-9,-1,37,-5
Cc1noc(C)c1S(=O)(=O)N(C)C[C@H]1Oc2ccc(NC(=O)Nc3ccccc3)cc2CC(=O)N([C@H](C)CO)C[C@H]1C,-26,4,·,·,·,-1[16.7 µM],·
COCCNC(=S)N(CCc1c(C)[nH]c2ccc(Cl)cc12)Cc1cccnc1,·,·,·,2,-1,·,-1

# An excerpt from above in order of the miR122 inh value, smallest number first:
mol	miR122 inh
O=C(NN1CCOCC1)c1ccc([N+](=O)[O-])cc1	-4
COc1ccccc1C(=O)OCCN1CCOCC1	-2
COc1ccc(C2/C(=C(/O)c3ccc(Br)cc3)C(=O)C(=O)N2C)cc1 (stereo unspecified)	2

# A few values from the entries so far.
# O=C(NN1CCOCC1)c1ccc([N+](=O)[O-])cc1 in Cneo AK release is entered as 1
# Cc1cccc(N2CCN(C(c3ccncc3)c3nnnn3C(C)(C)C)CC2)c1C (stereo unspecified) in ERp5 inh is entered as -4
# Cc1noc(C)c1S(=O)(=O)Nc1ccc2c(c1)C(=O)N([C@@H](C)CO)C[C@@H](C)[C@@H](CN(C)C(=O)Nc1ccc(C(F)(F)F)cc1)O2 in Cneo AK release is entered as 4
# COc1ccc(NC(=O)Cn2nnc(-c3ccccc3F)n2)cc1 in miR122 inh is entered as -1

# Next section.
SMILES,C2C12 statin,esBAF inh,Cneo AK release,ERp5 inh,SIRT5 inh,miR122 inh,ARNT TACC3 PPI
O=C(C1CCCCC1C(=O)N1CCCCC1)N1CCCCC1 (stereo unspecified),1,8,-3,0,-1,·,2
Cc1ccc(S(=O)(=O)N[C@H](C(=O)OCC(=O)NC(=O)c2cccn2C)C(C)C)cc1,0,-3,0,-5,·,-4,17
O=C(NNC(=O)C12CC3CC(CC(C3)C1)C2)c1csc(N2CCOCC2)n1,3,-4,-3,-12,-1,-2,0
O=C(CCNC(=O)C1CCN(S(=O)(=O)c2ccccc2)CC1)NCc1ccccc1Cl,5,-1,-4,1,-3,-5,-10
COc1ccccc1NC(=O)N(C)C[C@H]1OCc2cn(nn2)CCCC(=O)N([C@@H](C)CO)C[C@@H]1C,3&4&-2,-2&-1&4,-1&-6&4,3&-4&-5,-2&-19&0,-3,-10&-2
COc1ccc(CNC(=O)C[C@H]2CC[C@@H](NC(=O)Nc3ccc4c(c3)OCO4)[C@@H](CO)O2)cc1,7,5,4,0,2,·,7
c1cc(-c2cc3nc(NCC4CC4)ccn3n2)ccc1OCCN1CCOCC1,-16,46*,-5,-4,·,·,·
C/C(=N\OC(=O)c1ccc(Cl)cc1)c1nccs1,-2,-1,-4,·,·,-3,0
COc1ccc(Cc2nc3ccc(C(=O)NCc4cc(C)no4)cc3o2)cc1,8,65*,-2,9,0,-6,-2
C[C@@H]1CN([C@H](C)CO)C(=O)c2cc(NC(=O)C3CCCCC3)ccc2O[C@H]1CN(C)C(=O)Nc1ccc(C(F)(F)F)cc1,-75,2,3,-2,-5,17[16.7 µM],0
CCc1nnc(NC(=O)CSc2nnc(-c3ccccc3OC)n2-c2ccccc2)s1,8,1,0,·,·,-7,-2
COCCn1c(N)c(NCc2ccccc2)c(=O)[nH]c1=O,-8,0,0,1,9,-3,-1
Cc1ccc(S(=O)(=O)Nc2ccccc2/C=N/c2nc3ccccc3n2C(C)C)cc1,·,·,·,-17,-6,·,-2
Cn1nc(-c2ccccc2)c(-c2nc(-c3ccccc3Cl)no2)c1Cl,-3,-21,-1,·,·,-2,-13
Cn1c(SCC(=O)NC2CCCC2)nc2c(c1=O)SCC2,7,3,6,3,3,4,0
COc1ccc(S(=O)(=O)N(CCc2ccccc2)CC(=O)O)cc1,-8,-14,1,·,·,25,-39
COc1ccc(C2(CNC(=O)c3ccc(OC)c([N+](=O)[O-])c3)CCOCC2)cc1OC,-5,-2,0,·,·,-14,-9
CCN(CC)CCCNC(=O)c1cc(-c2ccc3c(c2)OCO3)on1,-5,-10,3,0,-2,-4,0
CCOC(=O)C1(Cc2ccc(Cl)cc2)CCN(C(=O)CCc2ccncc2)CC1,·,·,·,2,-1,·,-3
N#Cc1ccc(C(S(=O)(=O)Cc2ccccc2)S(=O)(=O)Cc2ccccc2)cc1,·,·,0,-2,-4,·,·
O=C(CN1C(=O)NC(Cc2c[nH]c3ccccc23)C1=O)Nc1ccc(Br)cc1F (stereo unspecified),2,0,-1,-10,1,·,-16
Cc1noc(C)c1NC(=O)N(C)C[C@H]1Oc2c(NS(=O)(=O)c3cccs3)cccc2C(=O)N([C@@H](C)CO)C[C@@H]1C,4,2,-1,3,-1,-5[16.7 µM],-5
CN(C)S(=O)(=O)c1cccc(NC(=O)CSc2nc3ccccc3[nH]2)c1,-7,4,·,-6,3,·,-6
CCCCNc1ccc2c(c1)C1CC2CCN1C(=O)OCc1ccccc1 (stereo unspecified),-16,100*,-1,5,-3,-3,0
Cc1ccccc1S(=O)(=O)N1CC[C@@H]2[C@@H](CO)N(C)c3ccc(Br)cc3[C@@H]21,18,1,-16,·,·,43[16.7 µM],·
C[C@H](CO)N1C[C@H](C)[C@H](CN(C)S(=O)(=O)c2cn(C)cn2)Oc2ccc(NS(=O)(=O)c3cccs3)cc2C1=O,-6,2,-3,-2,15*,-2[16.7 µM],4
CC(C)NC(=O)N1[C@H](CO)[C@@H]2c3ccccc3N(C(=O)c3ccc(F)cc3)C[C@@H]21,-2,-1,-8,·,·,-4[16.7 µM],-3
CCOCCCn1c(=O)c(NC(=O)c2ccc(OCC)cc2)c2n(c1=S)CCCCC2,·,·,-1,·,·,-1,0
CCOc1ccc(OC(=O)NC(c2ccccc2)C(Cl)(Cl)Cl)cc1 (stereo unspecified),12,-10,7,·,·,5,-1
O=C(Nc1ccccc1C(=O)O)c1cccc(NC(=O)c2ccccc2Br)c1,14,0,-3,-3,1,-2,3
COCC#Cc1ccc2c(c1)O[C@@H](CN(C)Cc1ccc3c(c1)OCO3)[C@@H](C)CN([C@H](C)CO)S2(=O)=O,-6,-6,0,2,4,27[16.7 µM],6
CCOC(=O)N1CCN(C(=O)c2cn(C)c(=O)c3c2c2ccccc2n3C)CC1,-7,4,-1,·,·,7,·

# Screening results from PubChem.
